PP1 counter: PP1-alpha (human) inhibition in PP5 counter-screen; P62136; purified PP1alpha, OMFP fluorescence; inhibition, % at 6.7 µM; actives 0.9% (n = 320,000); AID 2235;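 active = inhibition above the mean inhibition of all tested compounds plus 3 SD, computed separately for each screening campaign, cut at about 15% in these data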
core dimer inh: blocks dimerization of HCV core protein | TR-FRET GST/Flag-core106 dimerization, 1536-well | inhibition, % at 5 µM | actives 0.33% (n = 300,000) | AID 1899;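 active = inhibition above the mean of all tested compounds plus 3 SD, set per screening campaign, cut at about 45% in these data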
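System – GST-tagged and Flag-tagged HCV core protein residues 1-106 · Repeats – one well for each compound · Technique – TR-FRET 671 and 617 nm emission · Doses – one concentration, 5 µM, in 0.5% DMSO · Times – 4 h, 22.5 °C incubation · Also added – Eu donor and XL665 acceptor anti-tag antibodies · Measure – percent inhibition of core106 dimerization signal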
proCasp7 act: counter-screen: procaspase-7 (human) activation | actives 0.093% (n = 330,000) | P55210 | activation, % at 8.5 µM | recombinant procaspase-7, Ac-DEVD-pNA absorbance 405 nm; D23A/D198A/D206A triple mutant, cannot self-cleave; scale: DMSO 0, 5 µM enzyme 100;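 active = percent activation above the screen-wide mean plus 3 SD, cut at about 25% in these data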
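Assay system: Uncleavable procaspase-7 mutant enzyme | Input: 2 µM procaspase-7 mutant as dispensed | Timing: 1 h compound preincubation, 2 h substrate cleavage, 25 °C | Repeats: One well per compound | Control set: DMSO wells as 0%, DMSO with 5 µM added PC-7 as 100% | Technique: Epi-absorbance of released pNA at 405 nm, two timepoints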
AHR activator: activators of human aryl hydrocarbon receptor; actives 2.5% (n = 320,000); P35869; AHR-responsive luciferase reporter cells, luminescence; activation, % at 5 µM; in the data active = activation above about 47%;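 also: 0% = vehicle wells and 100% = reference agonist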
Target sequence (P35869 whole entry, looked up): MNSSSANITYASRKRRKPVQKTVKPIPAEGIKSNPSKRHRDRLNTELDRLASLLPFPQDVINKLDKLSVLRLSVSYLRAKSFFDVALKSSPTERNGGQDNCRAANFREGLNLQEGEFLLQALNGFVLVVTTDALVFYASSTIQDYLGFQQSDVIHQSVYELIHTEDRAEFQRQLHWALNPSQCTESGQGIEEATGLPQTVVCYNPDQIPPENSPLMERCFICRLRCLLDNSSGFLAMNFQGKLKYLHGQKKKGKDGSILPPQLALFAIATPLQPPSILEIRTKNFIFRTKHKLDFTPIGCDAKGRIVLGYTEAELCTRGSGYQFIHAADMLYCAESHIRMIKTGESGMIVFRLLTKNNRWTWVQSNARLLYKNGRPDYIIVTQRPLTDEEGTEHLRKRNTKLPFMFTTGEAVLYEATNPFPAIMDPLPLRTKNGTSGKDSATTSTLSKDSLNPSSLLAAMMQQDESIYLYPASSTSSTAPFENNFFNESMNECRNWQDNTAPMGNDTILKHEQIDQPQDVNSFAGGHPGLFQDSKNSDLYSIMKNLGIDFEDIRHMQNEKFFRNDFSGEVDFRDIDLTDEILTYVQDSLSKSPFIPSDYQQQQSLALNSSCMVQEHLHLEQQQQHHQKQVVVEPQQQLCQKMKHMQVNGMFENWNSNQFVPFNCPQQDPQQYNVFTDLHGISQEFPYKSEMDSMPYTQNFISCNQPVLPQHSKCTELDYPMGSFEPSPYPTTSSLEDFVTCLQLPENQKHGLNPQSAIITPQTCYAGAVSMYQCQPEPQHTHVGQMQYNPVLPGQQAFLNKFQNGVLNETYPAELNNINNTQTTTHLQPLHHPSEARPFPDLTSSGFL
PP5 inh: PP5 (human) phosphatase inhibition; inhibition, % at 6.7 µM; purified PP5c, OMFP substrate fluorescence; actives 0.18% (n = 320,000);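 active = inhibition above the campaign's mean inhibition across all tested compounds plus 3 SD, cut at about 9.5% in these data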;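 also: 0% = DMSO only and 100% = 100 µM cantharidin control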
PAFAH2 FP inh: PAFAH2 (human) inhibition. actives 0.99% (n = 340,000). Q99487. inhibition, % at 3.39 µM. recombinant PAFAH2, FP-rhodamine activity probe, fluorescence polarization;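 active = inhibition above the mean over all tested compounds plus 3 SD, cut at about 30% in these data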;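 also: inhibitors block probe labeling of enzyme so polarization drops; 0% = enzyme with DMSO and 100% = wells lacking PAFAH2 protein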
Fh CTSL1 inh: counter-screen for PFM18AAP inhibitors: inhibitors of F. hepatica cathepsin L1. recombinant F. hepatica cathepsin L1, Z-Leu-Arg-MCA fluorescence. actives 0.49% (n = 300,000). inhibition, % at 5.96 µM;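 active = inhibition above the mean of all tested compounds plus 3 SD, set per screening campaign, cut at about 17% in these data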;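 also: 0% = plate median of test compound wells and 100% = 1 µM Z-Phe-Ala-diazomethylketone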
proCasp3 act: procaspase-3 (human) activation; P42574; recombinant procaspase-3 D3A, Ac-DEVD-pNA absorbance 405 nm; activation, % at 8.5 µM; actives 0.11% (n = 330,000);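 active = activation above the mean of all tested compounds plus 3 SD, cut at about 21% in these data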;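 also: 0% = DMSO alone and 100% = DMSO wells spiked with extra 5 µM PC-3 D3A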
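Evaluation: percent activation relative to control range; Material: Procaspase-3 D3A mutant, all three cleavage aspartates alanine; Compound: single dose, 8.5 µM nominal compound, 0.8% DMSO; Replication: one well per compound; Signal: absorbance at 405 nm, 0 and 120 min; Schedule: 1 h preincubation plus 2 h reaction at 25 °C.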
TPT1 inhibitor: inhibitors of Candida albicans tRNA 2'-phosphotransferase TPT1; recombinant caTPT1, FP RNA substrate dephosphorylation; inhibition, % at 5 µM; actives 0.81% (n = 300,000); AID 1962;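 active = inhibition above the mean of all tested compounds plus 3 SD, set per screening campaign, cut at about 24% in these data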;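 also: plate controls were DMSO alone for no effect and ferristatin control at 100 nM for full effect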
Active calls of the source: *; · = not tested or not shown. Random draw from the library. Share with any hit: about 5.6%.

compound	PP1 counter	PAFAH2 FP inh	proCasp3 act	core dimer inh	Fh CTSL1 inh	proCasp7 act	TPT1 inhibitor	AHR activator	PP5 inh
COCCSc1nnc(NC(=O)C2CCCO2)s1 (stereo not given)	-2	5	2	3	-2	7	-1	-1	1.7
O=C(Nc1ccc(F)cc1)N1CCCN(c2ccc(C(F)(F)F)cn2)CC1	-2	·	-6	-1	-4	-1	0	-2	1.9
Cn1c(=O)n(/N=C/c2ccccc2)c2ccccc21	0	-1	5	1	1	-1	-1	62*	-0.4
O=C(CN1CCN(c2ccccc2)CC1)Nc1nccs1	1	-5	-2	-11	-1	2	-3	2	1.4
Cc1ccc(CSc2nc3c(cc2C#N)CCC3)cc1	-2	8	5	-31	-1	-5	-1	-2	0.1
Cc1ccc(-n2ncc(C(=O)NCc3ccc4c(c3)OCO4)c2NC(=O)c2ccco2)cc1C	-3	3	6	-3	2	-8	-1	-2	-0.1
COC(=O)CSc1nnc(-c2ccc(S(=O)(=O)NCc3ccccc3Cl)cc2)o1	0	9	-3	-5	1	-1	1	-2	1.3
CCCn1c(NC(=O)C2CCN(S(=O)(=O)c3cccs3)CC2)nc2ccccc21	3	-2	12	-4	8	1	-2	-1	1.8
CCOc1ccccc1N1CCN(C(=O)c2cc(-c3cccnc3)nc3c(Cl)cccc23)CC1	-3	-1	-6	4	-1	-3	-1	24	1.1
COc1ccccc1C(=O)NC(=O)Nc1nc(-c2ccccc2)cc(C(F)(F)F)n1	-6	1	10	8	-1	8	-3	18	0.8
Cc1c(C(=O)N(C)Cc2ccccc2)oc2ccc(S(=O)(=O)N3CCCC3)cc12	1	1	0	4	-2	8	-1	-1	0.5
CC(C)[C@H](NC(=O)c1ccccc1F)C(=O)Nc1ccc2c(c1)OCO2	0	4	3	·	·	-7	·	8	3.2
CCc1ccc(NC(=O)c2ccc(S(=O)(=O)NCc3cccnc3)cc2)cc1	7	-1	-3	1	-1	-3	-1	2	-3.3
CCOc1ccc(C(=O)Nc2cccc3cccnc23)cc1	7	-10	6	-3	-3	-2	-2	52*	-5.2
CCSc1nnc(NC(=O)CSc2nc3c(c(=O)n2CC)SC(C)C3)s1 (stereo not given)	-2	5	14	3	2	8	1	-4	3.4
COCCn1c(-c2cccc([N+](=O)[O-])c2)nc2c1c(=O)[nH]c(=O)n2Cc1ccccc1	4	1	11	14	-1	-2	1	3	4.2
COc1ccccc1CN1CC(C(=O)N(C)Cc2nc(C)cs2)CCC1=O (stereo not given)	-4	4	-1	8	-2	14	-1	-1	3.1
CCOC(=O)C(=O)N/N=C/c1ccc(F)cc1	-3	-2	8	-7	-4	3	-2	-1	-4.1
CC(=O)Nc1ccc(OCC(O)Cn2c(C(C)C)nc3ccccc32)cc1 (stereo not given)	-2	5	0	1	4	11	-3	2	-2.2
COc1ccc(Br)cc1S(=O)(=O)Nc1ncccc1C	-5	4	-2	-5	0	-2	-2	5	-0.1
COc1cccc(C(=O)NCC2CCCN(C(=O)c3ccc(C=O)cc3)C2)c1OC (stereo not given)	-5	3	-3	1	1	5	-1	0	3.4
COc1ccc(NC(=O)c2ccccc2SC)cc1OC	-4	9	2	2	-1	1	-1	9	-1.5
O=C(Nc1ccc(O)c(-c2nc3ccccc3s2)c1)c1cc(=O)c2ccccc2o1	0	6	-3	-2	-2	2	0	2	-1.2
O=C(Nc1nncs1)c1cccc(S(=O)(=O)N2CCCC2)c1	-3	4	1	0	-2	6	4	0	1.8
COc1nc(-c2ccccc2)ccc1-c1noc(-c2cccs2)n1	1	-19	3	18	-1	0	4	52*	3.1
CCOCCCNC(=O)c1cc2c(s1)-c1ccccc1SC2	-1	-3	-12	4	-4	-3	1	1	0.5
CCOC(=O)[C@H]1CCC[C@@H](NS(=O)(=O)c2ccc(NC(C)=O)cc2)C1	0	3	-1	-9	0	3	0	5	1.9
CC(=O)NO	-1	·	2	-5	-4	-9	-5	4	1.0
CCOc1ccc(NC(=O)CCC(=O)NNC(=O)c2ccco2)cc1	-2	8	-3	6	-7	0	-5	2	0.8
CN1CCCCCC1=Nc1ccc([N+](=O)[O-])cc1	-2	-4	-2	1	3	-7	1	1	-0.1

The last three compounds of the section above come first, to join the parts.
compound	PP1 counter	PAFAH2 FP inh	proCasp3 act	core dimer inh	Fh CTSL1 inh	proCasp7 act	TPT1 inhibitor	AHR activator	PP5 inh
CC(=O)NO	-1	·	2	-5	-4	-9	-5	4	1.0
CCOc1ccc(NC(=O)CCC(=O)NNC(=O)c2ccco2)cc1	-2	8	-3	6	-7	0	-5	2	0.8
CN1CCCCCC1=Nc1ccc([N+](=O)[O-])cc1	-2	-4	-2	1	3	-7	1	1	-0.1
CC1(C)CC(=O)C(C=Nc2ccccc2C(=O)O)=C(O)C1	-1	-8	6	-9	1	0	1	0	1.8
CCOc1ccc(NC(=O)c2nn(-c3ccc(OC)cc3OC)c(=O)c3ccccc23)cc1	3	·	-2	23	2	-2	0	-1	-1.0
COc1ccc(-c2nc(=S)n3ccsc3n2)cc1OC	1	2	5	4	2	4	0	-4	1.5
O=C(c1ccccc1)C1C(=O)c2ccccc2C1=O	-3	-3	4	-5	-1	-5	5	19	0.8
CC(C)C(=O)N1CCN(c2ccc(NC(=O)c3ccc([N+](=O)[O-])o3)cc2)CC1	0	9	11	-4	4	3	-3	-1	1.8
C/C=C/c1ccc(Oc2nnnn2-c2ccc(C(N)=O)cc2)c(OC)c1	-1	3	-6	7	0	9	-4	21	2.8
COc1ccc(C(=O)COC(=O)C(O)c2ccccc2)c(OC)c1 (stereo not given)	·	-1	3	·	·	7	·	-1	·
Cc1cc(C)c(S(=O)(=O)Nc2ccc3[nH]c(=O)[nH]c3c2)c(C)c1	-2	8	-4	-4	-5	-3	-3	0	2.2
CN(C(=S)NC1=CCS(=O)(=O)C1)C1CCCCC1	3	4	-2	-5	0	6	4	1	1.6
C[C@H](CO)N1C[C@H](C)[C@@H](CN(C)S(=O)(=O)c2ccccc2)Oc2ccc(NC(=O)Cc3ccccc3)cc2C1=O	·	11	-6	·	·	4	·	1	·
CC(Sc1nc(N)cc(N)n1)C(=O)Nc1ccc(N2CCOCC2)cc1 (stereo not given)	2	-6	2	·	·	0	·	0	0.8
COc1ccc(/C=C/c2c(-c3ccc(OC)cc3)sc3cc(OC)c(OC)cc23)cc1	·	1	7	·	·	0	·	5	·
COc1nc(OC)nc(Oc2ccc(Cl)cc2[N+](=O)[O-])n1	-4	-4	-2	2	0	-5	0	-3	2.4
CCC(=O)Nc1cc(C(F)(F)F)ccc1N1CCCC1	-2	0	9	-5	1	-8	-3	5	-3.9
COCCNC(=O)Cn1nc(C)c2ccccc2c1=O	-2	-2	-1	-2	5	-12	-3	1	-1.8
O=C(Nc1ccc(CN2CCOCC2)cc1)c1cccc(F)c1	1	-7	5	-2	-2	7	0	9	-0.9
O=C(NNC(=O)c1ccccc1-c1ccccc1C(=O)O)c1cccc([N+](=O)[O-])c1	-4	-9	0	2	1	-1	2	0	-1.5
CC(C)[C@H]1CN=C2N(C[C@H](C)NC(=O)CCC3CCCCC3)[C@H](Cc3ccc(O)cc3)CN21	3	-2	13	10	-2	-7	1	3	2.3
NC(=O)C1CCN(C(=O)c2ccc(-c3ccccc3)cc2)CC1	-4	1	-1	-2	-2	8	1	3	2.6
O=C(NCc1ccco1)c1ccc(N2CCCCC2)c([N+](=O)[O-])c1	-3	13	-8	1	-8	3	-3	-3	1.3
Cc1ccccc1-c1noc(N)c1C#N	0	-9	6	2	0	-8	1	-3	-0.8
COCCCNC(=O)Cn1cc(C(=O)C2CC2)c2ccccc21	-7	0	2	0	-4	0	-4	1	2.9
CCCCNc1nc(-c2ccccc2)nc(-n2ccnc2)n1	-3	-3	-10	7	-2	7	-2	35	1.1
CCN1CCN(C(=S)Nc2ccc3nc(N4CCN(CC)CC4)cc(C)c3c2)CC1	3	-5	-6	1	0	-15	2	1	-0.9
C[C@H](NC(=O)C1CC(=O)N(c2ccc3c(c2)OCO3)C1)C(=O)NC1CCCCC1 (stereo not given in full)	0	1	0	-8	-3	3	3	3	0.8
O=C(NC(O)C(=O)c1ccc(F)cc1)c1ccc(F)cc1 (stereo not given)	1	-10	1	4	-1	-5	4	4	1.2
Cc1cccc(NC(=O)N2CCC(NC(=O)c3ccco3)CC2)c1	0	2	2	2	-1	-4	-3	1	-1.3
O=C(CN1C(=O)NC2(CCCC2)C1=O)NCC1CCCO1 (stereo not given)	-1	-1	-6	3	16	-8	-3	2	-0.3
Cc1ccc(-n2c(=O)c3c(n4cnnc24)-c2ccccc2CC32CCCCC2)cc1	0	9	-2	5	4	12	-3	-1	2.0
CCOC(=O)C1(Cc2cccc(Cl)c2)CCCN(C(=O)c2ccnn2C)C1 (stereo not given)	7	3	1	9	3	10	1	0	0.1
O=C(CSC1=NCCS1)Nc1ccc2ccccc2c1	-1	-1	2	2	0	-15	-1	-2	3.6
O=C(N/C(=C/c1ccccc1F)C(=O)N1CCCCC1)c1ccccc1	1	8	5	-4	0	3	6	3	2.4
CCCN(CC(=O)Nc1ccccc1OC)C(=O)c1ccc(COc2ccccc2)o1	0	0	7	·	·	1	·	2	-0.3
CN1C(=O)CSc2ccc(NC(=O)N3CCN(c4ccccc4)CC3)cc21	2	6	7	20	2	1	-5	3	2.8
Cc1cc(C(=O)NC2=NCCS2)c2ccccc2n1	-3	4	13	-4	-3	-1	0	13	0.2
Cc1cccc(NC(=S)Nc2ccccn2)c1	-2	9	10	-8	-4	-2	-5	58*	1.7
Cc1cccc(OCC(=O)OCC(=O)N(CC(C)C)c2c(N)n(Cc3ccccc3)c(=O)[nH]c2=O)c1C	3	-4	2	-10	0	-4	-1	0	1.6
COc1ccc(CN(C(=O)c2ccco2)C2CC(C)N(C)CC2C)cc1 (stereo not given)	-2	-2	1	1	-4	2	-4	-2	0.3
COc1ccc(C2c3[nH]c4ccccc4c3C[C@H]3C(=O)N(CC(C)C)CC(=O)N23)c(OC)c1 (stereo not given in full)	-1	0	-1	-4	5	5	-12	18	2.8
O=c1c2ccccc2nc(/C=C/c2cccnc2)n1CCc1ccccc1	16*	7	-21	3	-3	-10	2	27	5.1

Rewritten with two lines to a compound: part of the list above
Values run as follows: PP1 counter	PAFAH2 FP inh	proCasp3 act	core dimer inh	Fh CTSL1 inh	proCasp7 act	TPT1 inhibitor	AHR activator	PP5 inh
- O=C(N/C(=C/c1ccccc1F)C(=O)N1CCCCC1)c1ccccc1
→ 1	8	5	-4	0	3	6	3	2.4
- Cc1cc(C(=O)NC2=NCCS2)c2ccccc2n1
→ -3	4	13	-4	-3	-1	0	13	0.2

Screens from PubChem.
